bCat nuc transl – modulators of beta-catenin nuclear translocation, primary screen, imaging, HeLa cells, immunofluorescence, high-content; nuclear translocation activity, % at 5 µM; 0.3% of 190,000 active;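 active = nuclear translocation activity above 50% at 5 µM, with a well cell count of 50 or more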;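 note: per-cell ratio of nuclear to cytoplasmic median beta-catenin stain intensity; plate controls were DMSO negative control for no effect and GSK-3 inhibitor IX positive control for full effect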
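Assay system: human HeLa cells, native beta-catenin; doses: 5 µM primary, 0.02–20 µM confirmation; incubation: compound treatment 24 h, 37°C, 5% CO2; technique: fluorescence imaging of beta-catenin antibody stain plus DAPI; measure: % activation, nuclear-to-cytoplasmic median beta-catenin signal ratio per cell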
T cell modulator – modulators of CD8 T cell-vesicle binding, primary screen, mouse 2C CD8+ T cells, flow cytometry; 2C CD8+ T cell-vesicle binding; hits give low values; calls only at 7 µM; 0.068% of 330,000 active;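 active = response, share of CD8 T cells binding vesicles, and their 90th percentile fluorescence all below set limits, cut at about 80% in these data, passing the limit was not always enough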
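Benchmarks: naked versus QL9-loaded vesicles / Assay system: purified 2C TCR transgenic mouse naive CD8+ T cells / Technique: high-throughput flow cytometry with anti-B7-1 and anti-CD8 staining / Timing: Cell–vesicle co-incubation 1.5 h at 37 °C, staining 20 min on ice / Read-out: percent CD8+ FL2 mean versus row control / Probe or stimulus: QL9-loaded Drosophila micro-vesicles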
TNAP activation fold – human TNAP enzyme activators, primary screen, biochemical, luminescent, no phosphate acceptor, uHTS (AID 1001). purified TNAP, luminescent activation assay, no phosphate acceptor; higher activation fold means a stronger effect. one-dose activation fold at 20 µM; EC50 in µM for titrated hits. Alkaline phosphatase, tissue-nonspecific isozyme (Homo sapiens). 0.03% of 200,000 active; in the data active = activation fold from about 3, or a potency from the dose series; inactive = the rest, 99 in 100 with activation fold below about 1.6; note: many of its hits are not listed in these tables
Dynein transport – inhibitors of GR-EGFP nuclear translocation, primary screen, dynein cargo transport inhibitor project, imaging, high-content, 3617.4 mouse cells; test concentration mostly 20 µM; stimulated with dexamethasone, 1 µM; hits give low values; z-score, hits read low; 0.47% of 220,000 active; AID 1381, 2008;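 active = plate z-score of nuclear minus cytoplasmic receptor signal below a set negative limit, without overly bright fluorescence or cell loss, cut at about -3.5 in these data, passing the limit was not always enough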;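 note: z-score of nuclear minus cytoplasmic ring GR-EGFP intensity difference per well; some compounds called inactive have numbers as strong as hits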
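medium = tetracycline-free induction medium containing charcoal-stripped FBS | also added = 1.0 µM final dexamethasone stimulus | schedule = 48 h induction, 1 h compound, 30 min dex at 37 °C | technique = fixed, Hoechst-stained cells imaged at 10x for EGFP | measure = GR-EGFP nuclear translocation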
PMI inhibitors – inhibitors of human PMI, primary screen, biochemical, fluorescence intensity, coupled assay (AID 1209). Mannose-6-phosphate isomerase (Homo sapiens). purified PMI enzyme, coupled fluorescence intensity; higher % means a stronger effect. inhibition, % at 20 µM, or IC50 in µM where a hit was titrated. 0.42% of 190,000 active; in the data active = inhibition above about 50%;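 note: plate controls were DMSO vehicle for no effect and wells lacking substrate for full effect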
MT stabilize HCS – microtubule stabilizers in HeLa cells, primary screen, imaging, high-content imaging; HeLa tubulin immunostaining HCS, 24 h; share of cells brighter than vehicle mean+2SD; % tubulin-high responders, % at 10 µM; 0.83% of 200,000 active; AID 2205, 2009;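 active = plate Z-score above 3 for both tubulin-high and condensed-nucleus cell shares, with cell loss under 80%, at 10 µM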;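 note: anti alpha tubulin signal scored within the nucleus-defined area of each cell; some results filed as inactive read as strong as hits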
Ins promoter up – insulin promoter activators in MIN6 cells, imaging, high-content screening, mouse beta cells | z-score at 5 µM | 0.3% of 190,000 active | MIN6 insulin promoter-GFP reporter; hits give high values | AID 1625, 2009;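 active = z-score above 3 at 5 µM with at least 500 cells counted in the well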
Myeloid diff 2 – induction of myeloid progenitor differentiation, primary screen, cell-based, flow cytometry, MLPCN library | ER-HoxA9 myeloid progenitors, lysozyme-GFP differentiation | calls only at 10 µM | 1% of 360,000 active | AID 624256, 2012;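 active = normalized GFP-positive differentiation at or above the plate's own cutoff, the solvent-only control mean plus 3 SD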;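 note: cells exposed to compound for four days before flow analysis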
Lipid droplet – inhibitors of hepatocyte lipid droplet formation, primary screen, imaging, high-throughput imaging, BODIPY stain; 0.4% of 240,000 active; AID 1656, 2009; AML12 mouse hepatocytes, oleate lipid droplets; inhibition, % at 6.5 µM;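 active = lipid droplet intensity inhibited by at least 50%, with more than 500 cells counted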
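System: AML12 hepatocytes (mouse). Probe or stimulus: oleic acid at 100 µM to induce lipid droplet formation. Times: overnight treatment with compound plus oleate. Detection: Image-based BODIPY and DAPI two-channel analysis. Evaluation: percent inhibition of filter-corrected integrated lipid droplet intensity per well.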
Dynein transport cytoplasmic EGFP – further read-out of Dynein transport, marked with its call; z-score; measured here: cytoplasmic GR-EGFP intensity; hits give high values
Dynein transport nuclear GR-EGFP – also measured in Dynein transport; calls as there; z-score; measured here: nuclear GR-EGFP intensity;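 lower value marks the stronger effect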
Dynein transport cell count – further read-out of Dynein transport, marked with its call; z-score; measured here: cell count per field
Ins promoter up cell count – second read-out of Ins promoter up, no call of its own (marks repeat the call); cell count; measured here: cytotoxicity, nuclei count;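 total cells summed across four imaged fields per well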
Lipid droplet cells 6.5 µM – further read-out of Lipid droplet, marked with its call; cell count; measured here: cell count, cytotoxicity flag;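 cells counted across two imaged fields per well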
bCat nuc transl cell count 5 µM – second read-out of bCat nuc transl, no call of its own (marks repeat the call); cell count; measured here: cell count, cytotoxicity flag
T cell modulator vesicle-bound % – second read-out of T cell modulator, no call of its own (marks repeat the call); double positive events, %; measured here: CD8+ vesicle-bound cell fraction;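 binding gate set so that unloaded-vesicle control wells show 10% double positive cells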
MT stabilize HCS Hoechst-high % – second read-out of MT stabilize HCS, no call of its own (marks repeat the call); % Hoechst-high responders; measured here: nuclear condensation Hoechst responders;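 share of cells brighter than vehicle mean plus two SD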
MT stabilize HCS cytotoxicity % – second read-out of MT stabilize HCS, no call of its own (marks repeat the call); toxicity, %; measured here: cytotoxicity by cell density;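 0% = mean cell density of plate MIN control wells and 100% = no cells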
Myeloid diff 2 GFP+ MAC1+ % – further read-out of Myeloid diff 2, marked with its call; GFP+ MAC1+ double positive, %; measured here: differentiation confirmed by MAC1 staining
* marks the source's active call; other numbers are inactive results; i = inactive; nt = no result given. Outcome played no part in choosing rows; overall some 3% were active at least once.

SMILES	bCat nuc transl	bCat nuc transl cell count 5 µM	T cell modulator	T cell modulator vesicle-bound %	TNAP activation fold	Dynein transport	Dynein transport cytoplasmic EGFP	Dynein transport nuclear GR-EGFP	Dynein transport cell count	PMI inhibitors	MT stabilize HCS	MT stabilize HCS Hoechst-high %	MT stabilize HCS cytotoxicity %	Ins promoter up	Ins promoter up cell count	Myeloid diff 2	Myeloid diff 2 GFP+ MAC1+ %	Lipid droplet	Lipid droplet cells 6.5 µM
CC1=C(C(=O)N(C)C)C(c2cccc(Cl)c2)NC(=O)N1 (stereo not drawn)	0.4	1161	i	59	1.1	1.6	-0.24	1.2	0.23	13%	2.3	2.1	2.1	0.4	1209	i	1.2	4	771
CCOC(=O)c1c(-n2c(C)cc(C=O)c2C)sc2c1CCCC2	1.7	1219	i	5	1	-0.43	-0.14	0.17	-0.54	13%	2.6	1.6	5.4	-0.1	1612	i	0.9	nt	nt
CCCCCCC(=O)Nc1nc(C)c(-c2csc(Nc3cc(Cl)ccc3C)n2)s1	0.1	1367	i	35	1.1	-0.43	-0.11	-0.79	0.78	-1%	4.0	1.4	5.7	-0.43	1715	i	0.6	nt	nt
COC(=O)c1ccc(NC(=O)CN2C(=O)CCC2=O)cc1	-2.4	904	i	10	1.2	-0.73	0.54	0.53	-0.027	-8%	3.3	1.3	3.2	1.1	1169	i	0.8	nt	nt
CCOC(=O)N1CCC(NS(=O)(=O)c2cc3c(cc2Cl)NC(=O)CO3)CC1	-0.1	1082	i	48	1.1	0.8	-0.48	0.19	0.41	1%	3.7	1.4	15	0.35	1969	i	0.8	-8	579
CN(C)S(=O)(=O)c1cccc(NC(=O)COC(=O)COc2ccc(Br)cc2)c1	-1.1	1307	i	18	nt	-0.29	-0.78	-0.47	-0.033	nt	nt	nt	nt	-0.37	1106	i	0.2	40	759
CCC(=O)c1ccc(OCC(=O)Nc2nn3cnnc3s2)cc1	-6.0	928	i	44	1.1	0.11	-0.066	-0.34	-0.41	-9%	3.6	3.9	14	0.46	1244	i	0.9	nt	nt
O=C(O)CCC(=O)NN1C(=O)c2ccccc2NC1c1ccc(F)cc1 (stereo not drawn)	-1.0	1389	i	58	nt	0.58	-0.18	1.4	-1.8	nt	nt	nt	nt	nt	nt	i	0.7	30	765
CCNC(=O)CCS(=O)(=O)c1ccc2ccccc2c1	-4.9	594	i	61	1	0.076	-0.24	0.052	0.18	-29%	3.7	1.8	3.2	nt	nt	i	0.7	3	722
N#Cc1c2n(c(=S)n(-c3ccc(OC(F)F)cc3)c1=O)CCCCC2	-0.9	530	i	24	1.1	0.27	-0.29	0.17	0.43	-4%	3.0	1.8	4.8	nt	nt	i	0.1	-6	742
CCCc1nc2ccccc2c(C(=O)OCC(=O)NCc2ccco2)c1CC	nt	nt	i	29	1.2	-0.54	-0.17	-0.33	0.36	4%	2.5	2.0	8.2	nt	nt	i	1.5	7	785
CCOC(=O)CC1C(=O)NCCN1S(=O)(=O)c1ccc(F)cc1 (stereo not drawn)	0.5	1517	i	59	1	1.2	-0.22	1.1	-0.84	5%	2.6	0.9	9.8	-0.31	1519	i	0.2	14	689
Cc1ccc(S(=O)(=O)N2CCOCC2)cc1C(=O)N1CCN(S(=O)(=O)c2cccs2)CC1	-0.6	1395	i	56	nt	-0.25	-0.73	-0.34	-0.22	nt	nt	nt	nt	-0.47	1039	i	0.0	-12	723
CCc1nc(N2CCN(C(=O)c3ccco3)CC2)c2c3c(sc2n1)CCCC3	0.1	1340	i	44	0.9	-1.2	0.92	-1.2	0.63	1%	2.0	2.2	7.6	-0.98	1617	i	0.6	nt	nt
CCO[C@@H]1OC(C(=O)N2CCN(C)CC2)=C[C@H](C(C)(C)C)[C@H]1CCCO	-2.5	1176	i	40	1.1	-1.2	-0.28	-0.4	0.45	12%	3.4	1.7	2.1	0.81	1404	nt	nt	-2	722
CCOC(=O)NC(C(F)(F)F)(C(F)(F)F)P(=O)(c1ccccc1)c1ccccc1	-2.7	1167	i	57	1.1	-0.82	-0.21	-0.2	0.61	-18%	5.5	3.4	6.0	0.31	1075	i	0.8	nt	nt
CN1CCc2c(sc3c2c(=O)n(-c2ccc(Cl)cc2)c2nncn32)C1	2.9	1377	i	49	1.1	-0.41	-0.31	-0.07	-0.38	-34%	2.2	1.8	6.4	0.37	1572	i	2.8	nt	nt
COc1ccc(C2=CC(=O)C=CC2=O)cc1	1.4	1282	nt	nt	nt	-6.3*	1*	-2.8*	0.78*	nt	nt	nt	nt	-0.21	1085	nt	nt	-5	714
COC(=O)C1(Cc2ccccc2)NC(c2ccc(F)cc2)C2C(=O)N(C)C(=O)C21 (stereo not drawn)	1.5	952	i	23	1	1.2	-0.045	0.98	-2.3	3%	4.8	1.7	8.0	1.1	1245	i	0.8	-8	717
Cc1cccc2nc(C(F)(F)F)nc(=O)n12	9.9	1393	i	33	1.1	-0.69	-0.22	-0.36	0.63	-2%	6.4	2.2	12	-0.53	1082	i	0.7	nt	nt
Cc1ccc(NC(=O)COC(=O)/C=C/c2ccco2)cc1S(=O)(=O)N(C)C	0.4	1028	i	47	0.9	-0.84	-0.31	-0.53	0.74	-6%	3.0	1.8	4.8	-0.07	1497	i	0.6	5	602
Cc1ccc(-n2ncc3c(=O)[nH]c(SC(C)C)nc32)cc1	-1.5	1189	i	22	1	0.28	-0.21	0.48	-0.41	8%	6.4	1.3	5.0	nt	nt	i	4.1	20	669
CCCCN(CCCC)S(=O)(=O)c1ccc(C(=O)Nc2nnc(CSC)o2)cc1	5.6	1233	i	58	1.1	-0.34	-0.29	-0.15	0.07	-8%	7.0	5.2	1.2	-0.13	1603	i	1.4	nt	nt
CN(C(=O)Nc1ccc(Cl)cc1Cl)C1CCCC1	-1.5	1226	i	64	1.1	0.21	-0.24	0.28	0.4	3%	2.3	1.7	4.3	0.81	1448	i	0.0	6	690
CCOCCCNC(=O)C(c1ccccc1)N(Cc1ccc2c(c1)OCO2)C(=O)c1ccccc1O (stereo not drawn)	-1.3	1124	i	62	1.1	-1.1	-0.26	-0.38	0.52	-8%	3.7	2.2	1.0	-0.37	1286	i	0.2	29	756
COC(=O)c1ccc(N2CCN(C)CC2)c(NC(=O)c2cccnc2)c1	-1.0	1055	i	60	1.1	0.5	-0.21	0.37	-0.26	8%	2.2	1.6	1.7	0.14	1187	i	1.1	3	794
COCCN(C(=O)Cn1nnc2ccccc21)C(C(=O)NC1CCCC1)c1cccc(OC)c1OC (stereo not drawn)	2.1	1464	i	23	1.1	-0.28	-0.23	0.023	0.21	6%	3.0	1.6	4.2	-0.32	1357	i	1.0	nt	nt
Cc1c(NC(=O)c2cc3c(=O)n4ccccc4nc3s2)c(=O)n(-c2ccccc2)n1C	-0.8	1305	i	48	nt	0.2	-0.23	0.61	-0.27	nt	nt	nt	nt	0.21	984	i	1.1	-7	697
COc1ccc(C2NC(=O)NC(c3ccccc3)=C2c2nc3ccccc3s2)cc1 (stereo not drawn)	-4.4	1129	i	25	0.9	-0.49	-0.26	0.082	0.64	8%	1.4	0.9	8.6	0.23	986	i	6.2	-6	764
C/C(=N\NC(=O)Cn1c(-c2ccccn2)nc2ccccc21)c1ccccc1	-0.5	988	i	58	1.1	-0.14	-0.27	-0.0098	0.8	2%	5.5	1.7	7.6	0.05	1432	i	0.4	-8	641
FC(F)(F)c1nc2ccccc2nc1N/N=C\c1ccccc1	nt	nt	i	30	0.8	0.021	-0.19	-0.12	-0.023	11%	3.8	1.8	4.3	nt	nt	i	1.6	nt	nt
CCN(Cc1ccccc1)Cc1c(C)[nH]c2c(C)c(C)ccc2c1=O	0.2	1165	i	45	1	-0.12	-0.13	-0.066	0.69	11%	0.9	1.1	0.3	0.62	891	i	1.1	-1	788
CC12CCC(C(=O)Nc3ccc4c(c3)OCCO4)(OC1=O)C2(C)C (stereo not drawn)	-1.4	1233	i	39	1.1	-0.69	-0.29	-0.06	0.74	2%	1.2	1.5	4.9	0.37	830	i	1.1	2	711

High-throughput results deposited in PubChem BioAssay by several laboratories.
